M1AAP inhibition – P. falciparum M1AAP inhibitors, biochemical, fluorogenic H-Leu-NHMec substrate, 1536-well (AID 1445); Aminopeptidase N (Plasmodium falciparum (isolate 3D7)); recombinant M1AAP, H-Leu-NHMec fluorogenic kinetic assay; higher % means a stronger effect; inhibition, % at 30 µM, or IC50 in µM where a hit was titrated; actives 0.42% (n = 220,000);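 active = primary inhibition above the hit cutoff, then over 50% inhibition at one or more dose response concentrations, cut at about 23% in these data, passing the limit was not always enough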;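 also: plate controls were DMSO full reaction for no effect and no enzyme background for full effect; strong numbers were not always called active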
P. falciparum M17LAP – P. falciparum M17LAP inhibitors, primary screen, biochemical, fluorogenic H-Leu-NHMec substrate, 1536-well (AID 1619) | Leucine aminopeptidase (Plasmodium falciparum (isolate 3D7)) | recombinant M17LAP, H-Leu-NHMec fluorogenic kinetic assay; higher % means a stronger effect | one-dose inhibition, % at 30 µM; IC50 in µM for titrated hits | actives 0.38% (n = 220,000);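 active = compound inhibiting the enzyme by more than half at any dose during confirmatory dose-response retesting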;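 also: plate controls were full reaction with DMSO carrier for no effect and no enzyme background for full effect; strong numbers were not always called active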
T cell modulator – modulators of CD8 T cell-vesicle binding, primary screen, mouse 2C CD8+ T cells, flow cytometry | 2C CD8+ T cell-vesicle binding; stronger effect = lower value | calls only at 7 µM | actives 0.068% (n = 330,000);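 active = response, share of CD8 T cells binding vesicles, and their 90th percentile fluorescence all below set limits, cut at about 80% in these data, passing the limit was not always enough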
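System: murine 2C transgenic CD8+ T lymphocytes; also added: QL9-loaded Drosophila micro-vesicles; times: binding 1.5 h at 37 °C; measured by: flow cytometry, PE anti-B7-1 (FL2) versus Alexa647 anti-CD8 (FL8), PFA-fixed; control set: Peptide-free naked vesicles (low) and QL9 vesicles with 0.7% DMSO vehicle (high)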
WT yeast gro inh – growth inhibition of WT strain, primary screen, mitochondrial fusion inhibitor project, WT and mutant strains, chemical genetic; inhibition, % at 10 µM; actives 2.1% (n = 190,000); mitochondrial fusion phenotypic screen; in the data active = inhibition above about 58%; tested in S. cerevisiae
Autophagy mod – autophagy modulators in MEF cells, primary screen, imaging, high-content, MEF GFP-LC3 | MEF GFP-LC3 puncta imaging; test concentration mostly 10 µM | calls only at 10 µM (by protocol) | actives 0.98% (n = 190,000);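 active = percentage of spot-positive cells more than 3 SD above its plate mean, without a fluorescence outlier flag or 80% toxicity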;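 also: spot-positive cell cutoff set from DMSO-treated cells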
bCat nuc transl – modulators of beta-catenin nuclear translocation, primary screen, imaging, HeLa cells, immunofluorescence, high-content; actives 0.3% (n = 190,000); nuclear translocation activity, % at 5 µM;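 active = nuclear translocation activity above 50% at 5 µM, with a well cell count of 50 or more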;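 also: per-cell ratio of nuclear to cytoplasmic median beta-catenin stain intensity; plate controls were DMSO negative control for no effect and GSK-3 inhibitor IX positive control for full effect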
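assay system = human HeLa cells, endogenous beta-catenin | times = compound treatment 24 h, 37°C, 5% CO2 | detection = Anti-beta-catenin immunofluorescence on PFA-fixed, Triton-permeabilized cells, DAPI nuclei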
MT stabilizer – microtubule stabilizers in HeLa cells, primary screen, imaging, high-content imaging; actives 0.83% (n = 200,000); % tubulin-high responders, % at 10 µM; HeLa tubulin immunostaining HCS, 24 h; share of cells brighter than vehicle mean+2SD;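 active = plate Z-score above 3 for both tubulin-high and condensed-nucleus cell shares, with cell loss under 80%, at 10 µM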;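 also: anti alpha tubulin signal scored within the nucleus-defined area of each cell; some results filed as inactive read as strong as hits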
Yfh1-depleted yeast – enhancers of respiration in Yfh1-depleted yeast, dose response, Friedreich's ataxia, plus single-dose screen (AID 1465); S. cerevisiae Yfh1-off respiration, WST-1 reduction, 72 h; higher fold induction means a stronger effect; fold induction at 50 µM; hits with a dose series show EC50 in µM; actives 0.074% (n = 220,000);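 active = fold induction of absorbance versus untreated yeast above a set limit, then at least 30% activation at any dose in follow-up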;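 also: activators that raise dye reduction in frataxin-depleted yeast; strong numbers were not always called active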
Dynein transport – inhibitors of GR-EGFP nuclear translocation, primary screen, dynein cargo transport inhibitor project, imaging, high-content, 3617.4 mouse cells; z-score, hits read low; actives 0.47% (n = 220,000); test concentration mostly 20 µM; stimulated with dexamethasone, 1 µM; stronger effect = lower value;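 active = plate z-score of nuclear minus cytoplasmic receptor signal below a set negative limit, without overly bright fluorescence or cell loss, cut at about -3.5 in these data, passing the limit was not always enough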;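 also: z-score of nuclear minus cytoplasmic ring GR-EGFP intensity difference per well; some compounds called inactive have numbers as strong as hits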
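Also added: dexamethasone, 1.0 µM final. Medium: tet-free, stripped-serum medium. Detection: fixed, Hoechst-stained cells imaged at 10x for EGFP. Read-out: nuclear-to-cytoplasmic GR-EGFP distribution per well. Times: induction 48 h, compound 1 h, agonist 30 min.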
WT yeast gro inh mutant strain – second read-out of WT yeast gro inh, no call of its own (marks repeat the call); inhibition, %; mitochondrial fusion phenotypic screen, mutant strain inhibition
Dynein transport cytoplasmic EGFP – also measured in Dynein transport; calls as there; z-score; measured here: cytoplasmic GR-EGFP intensity; stronger effect = higher value
Dynein transport nuclear GR-EGFP – second read-out of Dynein transport, no call of its own (marks repeat the call); z-score; measured here: nuclear GR-EGFP intensity;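 lower value marks the stronger effect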
Dynein transport cell count – second read-out of Dynein transport, no call of its own (marks repeat the call); z-score; measured here: cell count per field
bCat nuc transl cell count 5 µM – second read-out of bCat nuc transl, no call of its own (marks repeat the call); cell count; measured here: cell count, cytotoxicity flag
T cell modulator vesicle-bound % – further read-out of T cell modulator, marked with its call; double positive events, %; measured here: CD8+ vesicle-bound cell fraction;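 binding gate set so that unloaded-vesicle control wells show 10% double positive cells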
MT stabilizer Hoechst-high % – further read-out of MT stabilizer, marked with its call; % Hoechst-high responders; measured here: nuclear condensation Hoechst responders;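 share of cells brighter than vehicle mean plus two SD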
MT stabilizer cytotoxicity % – second read-out of MT stabilizer, no call of its own (marks repeat the call); toxicity, %; measured here: cytotoxicity by cell density;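 0% = mean cell density of plate MIN control wells and 100% = no cells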
Autophagy mod cell loss 18 h – further read-out of Autophagy mod, marked with its call; toxicity, %; measured here: cell loss, nuclei count;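 cell loss after 18 h compound exposure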
Numbers without * were called inactive.

COc1ccc2c(c1OC)C(=O)N1N=C(c3ccc(-c4ccccc4)cc3)CC21 (stereo unspecified) was read as M1AAP inhibition 10.2%, P. falciparum M17LAP 3.4%, T cell modulator inactive, WT yeast gro inh -8.9, Autophagy mod inactive, bCat nuc transl 0.6, MT stabilizer 4.9, Yfh1-depleted yeast inactive, Dynein transport -0.196, WT yeast gro inh mutant strain 5.2, Dynein transport cytoplasmic EGFP -0.222, Dynein transport nuclear GR-EGFP 0.347, Dynein transport cell count -0.286, bCat nuc transl cell count 5 µM 1120, T cell modulator vesicle-bound % 32.0, MT stabilizer Hoechst-high % 4.1, MT stabilizer cytotoxicity % 4.5 and Autophagy mod cell loss 18 h -9.1.
`O=C(CCS(=O)(=O)c1cccc2nonc12)N1CC(=O)N(CCc2ccccc2)C(=O)C1` gave M1AAP inhibition 4.0%, P. falciparum M17LAP 3.5%, T cell modulator inactive, WT yeast gro inh 6.4, Autophagy mod inactive, bCat nuc transl -1.0, MT stabilizer 2.3, Yfh1-depleted yeast inactive, Dynein transport -0.401, WT yeast gro inh mutant strain -0.4, Dynein transport cytoplasmic EGFP -0.203, Dynein transport nuclear GR-EGFP 0.18, Dynein transport cell count -0.0359, bCat nuc transl cell count 5 µM 1052, T cell modulator vesicle-bound % 17.0, MT stabilizer Hoechst-high % 1.7, MT stabilizer cytotoxicity % 9.5 and Autophagy mod cell loss 18 h -0.3.
Screening O=C(Cn1ncc2c3ccccc3n(Cc3ccccc3)c2c1=O)NCc1ccco1 returned M1AAP inhibition 3.3%, P. falciparum M17LAP 7.4%, T cell modulator inactive, bCat nuc transl -0.6, Yfh1-depleted yeast inactive, Dynein transport -1.18, Dynein transport cytoplasmic EGFP -0.242, Dynein transport nuclear GR-EGFP -0.308, Dynein transport cell count 1.71, bCat nuc transl cell count 5 µM 1304 and T cell modulator vesicle-bound % 30.9.
For Cc1ccc(CNC(=O)CN(Cc2ccccc2)S(C)(=O)=O)cc1 the results were M1AAP inhibition 1.2%, P. falciparum M17LAP 25.2%, T cell modulator inactive, WT yeast gro inh -0.1, Autophagy mod inactive, bCat nuc transl -2.1, MT stabilizer 3.2, Yfh1-depleted yeast inactive, Dynein transport -0.752, WT yeast gro inh mutant strain -7.9, Dynein transport cytoplasmic EGFP -0.243, Dynein transport nuclear GR-EGFP -0.508, Dynein transport cell count 1.52, bCat nuc transl cell count 5 µM 1184, T cell modulator vesicle-bound % 48.6, MT stabilizer Hoechst-high % 1.8, MT stabilizer cytotoxicity % 2.0 and Autophagy mod cell loss 18 h -4.4.
For CC(C)(C)c1ccc(C(=O)/C=C2\NC(=O)CS2)cc1 the results were M1AAP inhibition 7.7%, P. falciparum M17LAP 2.9%, T cell modulator inactive, WT yeast gro inh 2.2, Autophagy mod inactive, bCat nuc transl 0.1, MT stabilizer 3.5, Yfh1-depleted yeast inactive, Dynein transport 3.11, WT yeast gro inh mutant strain 6.2, Dynein transport cytoplasmic EGFP -0.116, Dynein transport nuclear GR-EGFP 1.77, Dynein transport cell count -1.89, bCat nuc transl cell count 5 µM 1334, T cell modulator vesicle-bound % 2.3, MT stabilizer Hoechst-high % 1.8, MT stabilizer cytotoxicity % 5.0 and Autophagy mod cell loss 18 h 4.4.
Cc1cc(/C=N/NC(=O)CC2(C)OCCO2)c(C)n1-c1ccc(Cl)c(Cl)c1 was read as M1AAP inhibition 11.3%, P. falciparum M17LAP 0.6%, T cell modulator inactive, WT yeast gro inh 2.2, Autophagy mod inactive, bCat nuc transl 0.3, MT stabilizer 2.9, Yfh1-depleted yeast inactive, Dynein transport -0.676, WT yeast gro inh mutant strain -17.4, Dynein transport cytoplasmic EGFP -0.264, Dynein transport nuclear GR-EGFP -0.313, Dynein transport cell count 0.313, bCat nuc transl cell count 5 µM 1125, T cell modulator vesicle-bound % 38.9, MT stabilizer Hoechst-high % 1.2, MT stabilizer cytotoxicity % 2.0 and Autophagy mod cell loss 18 h -7.1.
Cc1cc(C)n2c(SCC(C)C)nnc2n1 was read as M1AAP inhibition 6.1%, P. falciparum M17LAP -9.4%, T cell modulator inactive, WT yeast gro inh -4.7, Autophagy mod inactive, bCat nuc transl 1.0, MT stabilizer 2.2, Yfh1-depleted yeast inactive, Dynein transport 0.245, WT yeast gro inh mutant strain 6.9, Dynein transport cytoplasmic EGFP -0.349, Dynein transport nuclear GR-EGFP 0.305, Dynein transport cell count 0.272, bCat nuc transl cell count 5 µM 925, T cell modulator vesicle-bound % 68.6, MT stabilizer Hoechst-high % 2.2, MT stabilizer cytotoxicity % 3.0 and Autophagy mod cell loss 18 h -2.1.
For CC(/C=C/c1ccccc1)=N\Nc1nc2c(c(=O)[nH]c(=O)n2C)n1CCO the results were M1AAP inhibition 4.8%, P. falciparum M17LAP 18.1%, T cell modulator inactive, bCat nuc transl -0.6, Yfh1-depleted yeast inactive, Dynein transport 1.19, Dynein transport cytoplasmic EGFP -0.143, Dynein transport nuclear GR-EGFP 1.06, Dynein transport cell count -0.409, bCat nuc transl cell count 5 µM 1285 and T cell modulator vesicle-bound % 27.8.
CN(c1ccc(C(=O)Nc2ccc(CC#N)cc2)cc1)S(C)(=O)=O was read as M1AAP inhibition -0.2%, P. falciparum M17LAP 4.1%, T cell modulator inactive, WT yeast gro inh -8.9, Autophagy mod inactive, bCat nuc transl -0.8, MT stabilizer 1.8, Yfh1-depleted yeast inactive, Dynein transport 0.128, WT yeast gro inh mutant strain 1.7, Dynein transport cytoplasmic EGFP -0.317, Dynein transport nuclear GR-EGFP -0.501, Dynein transport cell count -0.841, bCat nuc transl cell count 5 µM 1129, T cell modulator vesicle-bound % 18.0, MT stabilizer Hoechst-high % 2.1, MT stabilizer cytotoxicity % 10.4 and Autophagy mod cell loss 18 h 2.5.
C/C=C/C(=O)N1CC2(CC(c3cccc(NC(=O)CCCCC)c3)=NO2)C[C@H]1C(N)=O (stereo partly specified) was read as M1AAP inhibition -3.6%, P. falciparum M17LAP 6.2%, bCat nuc transl 1.1, Yfh1-depleted yeast inactive, Dynein transport -0.449, Dynein transport cytoplasmic EGFP -0.702, Dynein transport nuclear GR-EGFP -0.324, Dynein transport cell count 0.4 and bCat nuc transl cell count 5 µM 1196.
Screening O=C(NC(=S)NNC(=O)c1cnccn1)c1ccc(F)cc1 returned M1AAP inhibition -7.2%, P. falciparum M17LAP 50.9%, T cell modulator inactive, WT yeast gro inh -4.0, Autophagy mod inactive, MT stabilizer 2.8, Yfh1-depleted yeast inactive, Dynein transport -0.456, WT yeast gro inh mutant strain 9.5, Dynein transport cytoplasmic EGFP -0.327, Dynein transport nuclear GR-EGFP -0.207, Dynein transport cell count 0.506, T cell modulator vesicle-bound % 32.1, MT stabilizer Hoechst-high % 1.8, MT stabilizer cytotoxicity % 2.9 and Autophagy mod cell loss 18 h 20.5.
COc1ccc(CC(=O)n2[nH]c(=O)cc(C)c2=O)cc1OC was read as M1AAP inhibition 8.3%, P. falciparum M17LAP 8.9%, T cell modulator inactive, bCat nuc transl -1.1, Yfh1-depleted yeast inactive, Dynein transport -5.74*, Dynein transport cytoplasmic EGFP 1.07*, Dynein transport nuclear GR-EGFP -2.36*, Dynein transport cell count -1.09*, bCat nuc transl cell count 5 µM 1035 and T cell modulator vesicle-bound % 36.0.
COC(=O)N/N=C/c1ccccc1OCc1ccccc1 was read as M1AAP inhibition 5.5%, P. falciparum M17LAP -13.2%, T cell modulator inactive, WT yeast gro inh -8.2, Autophagy mod inactive, bCat nuc transl 1.7, MT stabilizer 1.8, Yfh1-depleted yeast inactive, Dynein transport 2.83, WT yeast gro inh mutant strain -10.5, Dynein transport cytoplasmic EGFP -0.204, Dynein transport nuclear GR-EGFP 1.33, Dynein transport cell count -1.37, bCat nuc transl cell count 5 µM 890, T cell modulator vesicle-bound % 49.1, MT stabilizer Hoechst-high % 3.7, MT stabilizer cytotoxicity % 13.0 and Autophagy mod cell loss 18 h 1.3.

Random excerpt: 2 entries already listed, in no set order.
C/C=C/C(=O)N1CC2(CC(c3cccc(NC(=O)CCCCC)c3)=NO2)C[C@H]1C(N)=O (stereo partly specified) was read as M1AAP inhibition -3.6%, P. falciparum M17LAP 6.2%, bCat nuc transl 1.1, Yfh1-depleted yeast inactive, Dynein transport -0.449, Dynein transport cytoplasmic EGFP -0.702, Dynein transport nuclear GR-EGFP -0.324, Dynein transport cell count 0.4 and bCat nuc transl cell count 5 µM 1196.
For CC(/C=C/c1ccccc1)=N\Nc1nc2c(c(=O)[nH]c(=O)n2C)n1CCO the results were M1AAP inhibition 4.8%, P. falciparum M17LAP 18.1%, T cell modulator inactive, bCat nuc transl -0.6, Yfh1-depleted yeast inactive, Dynein transport 1.19, Dynein transport cytoplasmic EGFP -0.143, Dynein transport nuclear GR-EGFP 1.06, Dynein transport cell count -0.409, bCat nuc transl cell count 5 µM 1285 and T cell modulator vesicle-bound % 27.8.

Screens as filed in PubChem.
